APOBEC3G inh = APOBEC3G DNA deaminase inhibitors, primary screen, biochemical, fluorescence, single-stranded DNA substrate, uHTS; inhibition, % at 20 µM; AID 493012, 2011; recombinant A3G, ssDNA deamination FAM/TAMRA fluorescence; DNA dC->dU-editing enzyme APOBEC-3G (Homo sapiens), Q9HC16; hit rate 0.28% among 330,000;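 active = inhibition of at least 40% at 20 µM, with no more than 30% in the related APOBEC3A deaminase screen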;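 note: plate controls were DMSO wells with A3G for no effect and wells lacking A3G enzyme for full effect; some compounds called inactive have numbers as strong as hits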
CXCR6 block = CXCR6 receptor inhibitors, primary screen, cell-based, beta-arrestin, luminescence, CHO-K1 PathHunter, 1536-well; hit rate 0.36% among 360,000; C-X-C chemokine receptor type 6 (Homo sapiens), O00574; inhibition, % at 20 µM; AID 602244, 2012; in the data active = inhibition above about 34%, passing the limit was not always enough;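 note: antagonist mode with CXCL16 agonist at 10 nM final; 0% = 10 nM CXCL16 with DMSO and 100% = unstimulated wells without agonist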
Target sequence (O00574 whole entry, looked up): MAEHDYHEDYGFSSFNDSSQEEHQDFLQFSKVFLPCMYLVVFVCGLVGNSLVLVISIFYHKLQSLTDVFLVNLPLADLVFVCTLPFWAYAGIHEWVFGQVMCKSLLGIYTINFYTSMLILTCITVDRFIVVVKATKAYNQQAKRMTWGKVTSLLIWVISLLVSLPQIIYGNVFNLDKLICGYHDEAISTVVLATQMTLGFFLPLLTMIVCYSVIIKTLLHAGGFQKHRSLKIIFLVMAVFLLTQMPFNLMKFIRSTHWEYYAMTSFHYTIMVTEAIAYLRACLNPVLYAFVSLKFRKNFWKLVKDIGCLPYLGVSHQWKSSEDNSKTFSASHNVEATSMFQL
Gli-Sufu antag = Gli-Sufu pathway antagonists, primary screen, luciferase luminescence, Sufu-KO-LIGHT cells, uHTS; Sufu-KO-LIGHT fibroblasts, Gli luciferase reporter luminescence; AID 588413, 2011; hit rate 0.74% among 340,000; inhibition, % at 5 µM;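 active = inhibition above about 55%, limit read from the data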;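 note: 0% = DMSO-treated cells and 100% = wells with medium but no cells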
NR3A LBD binder = binders of NR3A ligand-binding domain, primary screen, biophysical, differential scanning fluorimetry, uHTS | hit rate 2.5% among 340,000 | Tm shift relative to glycine control, % at 25 µM | NR3A LBD differential scanning fluorimetry, Tm shift; 0% = protein alone, 100% = glycine-bound protein | Glutamate receptor ionotropic, NMDA 3A (GRIN3A) ligand-binding domain;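 active = melting temperature shift of at least 10% of the positive control shift, at one fixed dose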
A3A deaminase = APOBEC3A ssDNA deaminase inhibitors, primary screen, selectivity assay for APOBEC3G inhibitor project, biochemical, FAM/TAMRA oligo cleavage fluorescence; DNA dC->dU-editing enzyme APOBEC-3A (Homo sapiens), P31941; recombinant A3A, FAM/TAMRA ssDNA deamination fluorescence; inhibition, % at 20 µM; hit rate 0.41% among 330,000; AID 493011, 2011;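 active = at least 40% inhibition at 20 µM here, with at most 30% in a related deaminase screen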;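 note: plate controls were A3A with DMSO for no effect and wells lacking A3A enzyme for full effect; some results filed as inactive read as strong as hits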
Target sequence (P31941 whole entry, looked up): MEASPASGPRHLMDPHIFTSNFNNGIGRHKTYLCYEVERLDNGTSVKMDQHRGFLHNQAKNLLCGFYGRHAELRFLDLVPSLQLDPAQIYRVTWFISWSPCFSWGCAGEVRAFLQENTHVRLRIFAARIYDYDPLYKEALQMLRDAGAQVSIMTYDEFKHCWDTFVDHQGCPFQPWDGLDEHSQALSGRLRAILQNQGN
CCR6 antag = CCR6 receptor antagonists, primary screen, cell-based, CHO-K1, luminescence, beta-arrestin, uHTS; AID 493098, 2011; CHO-K1 CCR6 PathHunter beta-arrestin, CCL20-stimulated; C-C chemokine receptor type 6 (Homo sapiens), P51684; inhibition, % at 20 µM; hit rate 0.49% among 340,000;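 active = compounds whose inhibition of the agonist-driven luminescence signal at 20 µM reaches about 50%, limit read from the data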;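 note: cells stimulated with CCL20 at 14 nM final; plate controls were DMSO with CCL20 for no effect and DMSO without agonist for full effect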
EBI2 block = EBI2 receptor antagonists, beta-arrestin recruitment, primary screen, cell-based, luminescence, 7a,25-OHC stimulation, uHTS; G-protein coupled receptor 183 (Homo sapiens), P32249; 7a,25-OHC stimulated; inhibition, % at 5 µM; hit rate 0.81% among 360,000; in the data active = inhibition above about 38%;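 note: enzyme fragment complementation signal reports receptor beta-arrestin coupling in cells; 0% = agonist plus DMSO wells and 100% = wells without agonist; some results beyond the cut were filed as inactive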
Target sequence (P32249 whole entry, looked up, the tested form may be a part): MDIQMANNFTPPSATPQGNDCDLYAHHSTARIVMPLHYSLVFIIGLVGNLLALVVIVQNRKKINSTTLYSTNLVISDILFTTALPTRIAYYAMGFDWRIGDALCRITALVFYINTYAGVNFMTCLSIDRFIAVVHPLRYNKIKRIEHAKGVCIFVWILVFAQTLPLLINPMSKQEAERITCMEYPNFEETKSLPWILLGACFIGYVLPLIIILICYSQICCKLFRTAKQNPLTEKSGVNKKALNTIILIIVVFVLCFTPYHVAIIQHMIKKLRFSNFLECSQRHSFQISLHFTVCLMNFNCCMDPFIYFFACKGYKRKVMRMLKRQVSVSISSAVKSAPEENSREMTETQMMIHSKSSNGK
MPTP inh = mitochondrial permeability transition pore inhibitors, primary screen, biochemical, isolated mouse mitochondria, absorbance; inhibition, % at 10 µM; Ca2+ swelling absorbance, 30 min; hit rate 1.4% among 360,000;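 active = inhibition of 50% or more, scaled per plate between neutral and stimulator controls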;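 note: 0% = DMSO wells given calcium and 100% = 1 mM EGTA wells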
Numbers without * were called inactive.

For Cc1cc(N2CCN(C)CC2)nc(-c2ccccc2O)n1 the results were APOBEC3G inh -5.5, CXCR6 block -4.9, Gli-Sufu antag 4.2, NR3A LBD binder 1.7, A3A deaminase -0.8, CCR6 antag 7.5, EBI2 block -7.5 and MPTP inh 1.6.
O=C(COC(=O)/C=C/c1cccc(C(F)(F)F)c1)NC(=O)NC1CCCC1 was read as APOBEC3G inh -5.0, CXCR6 block -1.6, Gli-Sufu antag -4.5, NR3A LBD binder -1.6, A3A deaminase 3.0, CCR6 antag -3.1, EBI2 block -9.5 and MPTP inh -0.9.
O=C(CCn1cccc(C(F)(F)F)c1=O)Nc1cccc(C(F)(F)F)c1 was read as APOBEC3G inh -8.2, CXCR6 block 10.0, Gli-Sufu antag -7.0, NR3A LBD binder -1.0, A3A deaminase -3.2, CCR6 antag 0.0, EBI2 block -11.4 and MPTP inh 0.5.
Screening CN(C(=O)Nc1ccccc1)C1CCS(=O)(=O)C1 (centres undefined) returned APOBEC3G inh -7.3, CXCR6 block -3.1, Gli-Sufu antag -0.6, NR3A LBD binder -0.4, A3A deaminase -1.5, CCR6 antag -10.0, EBI2 block 1.3 and MPTP inh 0.5.
For O=[N+]([O-])c1cccc(/C=N/Nc2ccccn2)c1 the results were APOBEC3G inh -0.6, CXCR6 block -14.9, Gli-Sufu antag 0.4, NR3A LBD binder -14.5, A3A deaminase -0.5, CCR6 antag -6.9, EBI2 block -6.3 and MPTP inh -1.2.
CC(C#N)OC(=O)c1cccnc1SCC(=O)Nc1ccc2c(c1)OCO2 (centres undefined) was read as APOBEC3G inh -5.3, CXCR6 block 3.3, Gli-Sufu antag -9.1, NR3A LBD binder 2.0, A3A deaminase -0.6, CCR6 antag 14.3, EBI2 block 2.2 and MPTP inh 0.9.
`CCC(C)(C)NC(=O)C(c1ccncc1)N(Cc1ccc(C)cc1)C(=O)c1csnn1` (centres undefined) gave APOBEC3G inh -7.3, CXCR6 block 0.4, Gli-Sufu antag 4.6, NR3A LBD binder 1.9, A3A deaminase -5.4, CCR6 antag 7.5, EBI2 block 3.0 and MPTP inh -0.9.
For Fc1cccc(F)c1-n1c(CN2CCCC2)csc1=S the results were APOBEC3G inh -7.0, CXCR6 block 0.0, Gli-Sufu antag -0.9, NR3A LBD binder -0.1, A3A deaminase -2.8, CCR6 antag -1.9, EBI2 block 3.1 and MPTP inh 0.2.
Cc1ccc(N2C(=O)c3ccccc3C(C)(C)C2=O)cc1 was read as APOBEC3G inh -6.5, CXCR6 block 4.7, Gli-Sufu antag 11.1, NR3A LBD binder -0.5, A3A deaminase -0.5, CCR6 antag 5.5, EBI2 block -2.6 and MPTP inh 0.5.
`CCOC(=O)c1cc(-c2ccccc2)nn1CC1CC(c2ccc(Cl)cc2)=NO1` (centres undefined) gave APOBEC3G inh -10.7, CXCR6 block -0.5, Gli-Sufu antag -2.1, NR3A LBD binder -14.3, A3A deaminase -3.2, CCR6 antag 4.1, EBI2 block 8.8 and MPTP inh -1.0.
COc1ccc(C(=O)NC2CCCc3c2cnn3-c2cccc(C)c2C)c(OC)n1 (centres undefined) was read as APOBEC3G inh -8.5, CXCR6 block -6.4, Gli-Sufu antag 57.0*, NR3A LBD binder 0.9, A3A deaminase -1.7, CCR6 antag -21.8, EBI2 block -2.2 and MPTP inh 71.0*.
`c1ccc(CN2CCN(CCOCCOc3ccc4c(c3)CCC4)CC2)cc1` gave APOBEC3G inh -6.2, CXCR6 block 4.9, Gli-Sufu antag 6.0, NR3A LBD binder -0.9, A3A deaminase -1.6, CCR6 antag 10.6, EBI2 block -5.0 and MPTP inh 3.4.
Screening CCOC1=C/C(=C/c2c(N)n3nc(S(=O)(=O)CC)sc3nc2=O)C=CC1=O returned APOBEC3G inh -7.8, CXCR6 block 23.3, Gli-Sufu antag -2.3, NR3A LBD binder -2.5, A3A deaminase 0.5, CCR6 antag 19.3, EBI2 block -14.9 and MPTP inh -1.5.
O=C1CCCN1CC(CN1CCOCC1)Sc1nc2ccccc2c(=O)n1-c1ccccc1 (centres undefined) was read as CXCR6 block 1.5, Gli-Sufu antag -0.7, NR3A LBD binder 1.5, CCR6 antag 12.0, EBI2 block 1.6 and MPTP inh 0.7.
`CCNC(=S)NC(=NCc1cccnc1)Nc1nc(C)cc(C)n1` gave APOBEC3G inh -2.3, CXCR6 block -3.5, Gli-Sufu antag 1.5, NR3A LBD binder -1.2, A3A deaminase -4.9, CCR6 antag 4.8, EBI2 block 0.5 and MPTP inh 0.4.

Reprinted from the part before: 2 entries, followed by the next part.
O=C1CCCN1CC(CN1CCOCC1)Sc1nc2ccccc2c(=O)n1-c1ccccc1 (centres undefined) was read as CXCR6 block 1.5, Gli-Sufu antag -0.7, NR3A LBD binder 1.5, CCR6 antag 12.0, EBI2 block 1.6 and MPTP inh 0.7.
`CCNC(=S)NC(=NCc1cccnc1)Nc1nc(C)cc(C)n1` gave APOBEC3G inh -2.3, CXCR6 block -3.5, Gli-Sufu antag 1.5, NR3A LBD binder -1.2, A3A deaminase -4.9, CCR6 antag 4.8, EBI2 block 0.5 and MPTP inh 0.4.
COCCNC(=O)C(c1ccc(O)cc1)N(Cc1ccco1)C(=O)CCC(=O)Nc1ccccn1 (centres undefined) was read as APOBEC3G inh -3.0, CXCR6 block 3.2, Gli-Sufu antag -5.7, NR3A LBD binder -2.0, A3A deaminase -0.9, CCR6 antag -15.0, EBI2 block 0.8 and MPTP inh -0.6.
CCOc1ccc(CN(C)CC(O)COC(c2ccc(OC)cc2)c2ccc(OC)cc2)cc1 (centres undefined) was read as APOBEC3G inh -4.4, CXCR6 block 8.0, Gli-Sufu antag 15.8, NR3A LBD binder -2.3, A3A deaminase -1.0, CCR6 antag 18.7, EBI2 block 2.4 and MPTP inh 66.9*.
For COc1ccc(Nc2ccc(OC)cc2)cc1 the results were APOBEC3G inh 16.7, CXCR6 block 8.9, Gli-Sufu antag -8.4, NR3A LBD binder -16.4, A3A deaminase -4.3, CCR6 antag -22.0, EBI2 block 9.9 and MPTP inh 5.5.
`CCOc1cc(/C=N/NC(=O)COc2ccc(Cl)cc2)ccc1OS(=O)(=O)c1ccccc1` gave APOBEC3G inh -8.2, CXCR6 block -2.5, Gli-Sufu antag 17.4, NR3A LBD binder 6.3, A3A deaminase -4.1, CCR6 antag -9.5, EBI2 block 36.3 and MPTP inh 16.4.
For Nc1cccc2[nH]c(C(F)(F)F)nc12 the results were APOBEC3G inh 8.3, CXCR6 block 2.1, Gli-Sufu antag -4.0, NR3A LBD binder 3.7, A3A deaminase 0.8, CCR6 antag 2.7, EBI2 block -11.1 and MPTP inh 7.1.
O=C(OCCN1C(=O)c2ccccc2C1=O)c1cc(S(=O)(=O)N2CCOCC2)ccc1F was read as APOBEC3G inh -0.6, CXCR6 block 6.9, Gli-Sufu antag -0.8, NR3A LBD binder -0.9, A3A deaminase -1.2, CCR6 antag -12.0, EBI2 block -11.2 and MPTP inh -0.6.
`Cc1cccc(NC(=O)Cn2cnc3sc(C)c(S(=O)(=O)N4CCC(C)CC4)c3c2=O)n1` gave APOBEC3G inh -1.9, CXCR6 block -11.9, Gli-Sufu antag -2.1, NR3A LBD binder 1.9, A3A deaminase -3.2, CCR6 antag -26.8, EBI2 block -4.0 and MPTP inh -0.5.
`C/C(=N\NC(=O)CNc1ccccc1)c1ccccc1` gave APOBEC3G inh -0.7, CXCR6 block 8.3, Gli-Sufu antag -11.0, NR3A LBD binder 0.5, A3A deaminase -1.4, CCR6 antag 9.4, EBI2 block -0.2 and MPTP inh 1.1.
Screening CC1=C(c2ccccc2)C(=S)NC(C)(C)C1 returned APOBEC3G inh -2.8, CXCR6 block 4.4, Gli-Sufu antag 11.9, NR3A LBD binder -0.1, A3A deaminase 4.4, CCR6 antag 13.6, EBI2 block 8.4 and MPTP inh 2.4.
For NS(=O)(=O)c1ccc(NC(=O)/C=C/c2ccc(S(=O)(=O)NCc3ccco3)cc2)cc1 the results were APOBEC3G inh 2.5, CXCR6 block -0.6, Gli-Sufu antag -6.4, NR3A LBD binder 38.5*, A3A deaminase 1.1, CCR6 antag -0.2, EBI2 block -6.6 and MPTP inh -1.3.
CCCSc1cc(N2CCOCC2)nc(-c2ccccc2Cl)n1 was read as APOBEC3G inh -2.8, CXCR6 block -3.1, Gli-Sufu antag -8.2, NR3A LBD binder -0.4, A3A deaminase -1.9, CCR6 antag 32.5, EBI2 block 9.0 and MPTP inh 1.5.
Screening CCN(Cc1ccccc1)C(=O)c1cc(-c2ccc(OC)c(OC)c2)nc2ccccc12 returned APOBEC3G inh 4.6, CXCR6 block 7.8, Gli-Sufu antag 12.1, NR3A LBD binder -0.9, A3A deaminase 2.7, CCR6 antag 9.3, EBI2 block -6.3 and MPTP inh 0.9.
CCCCCCNC(=O)C(=O)NCCc1ccc(Cl)cc1 was read as APOBEC3G inh 10.5, CXCR6 block 0.2, Gli-Sufu antag -3.0, NR3A LBD binder -0.4, A3A deaminase -1.8, CCR6 antag -9.0, EBI2 block 0.4 and MPTP inh -0.3.
`COc1cccc(-n2nnc3c(=O)n(CC(=O)NCC4CCCO4)cnc32)c1` (centres undefined) gave APOBEC3G inh -0.5, CXCR6 block 2.2, Gli-Sufu antag 0.3, NR3A LBD binder 2.7, A3A deaminase -2.8, CCR6 antag -7.5, EBI2 block -3.7 and MPTP inh -0.1.
`Cc1ccc(NC(=O)CCNS(=O)(=O)c2ccc3[nH]c(=O)oc3c2)c(C)c1` gave APOBEC3G inh -6.8, CXCR6 block -4.4, Gli-Sufu antag -1.4, NR3A LBD binder -1.4, A3A deaminase -4.4, CCR6 antag 6.7, EBI2 block -7.2 and MPTP inh -1.7.
`CCOC(=O)c1c(C)[nH]c(NC(=O)N2CCOCC2)c1C` gave APOBEC3G inh 4.4, CXCR6 block 8.9, Gli-Sufu antag 5.8, NR3A LBD binder -1.3, A3A deaminase 4.6, CCR6 antag -21.9, EBI2 block -4.6 and MPTP inh 0.7.
`COc1ccc2cc(-c3nc4ccccc4n3C)c(=O)oc2c1` gave APOBEC3G inh 1.2, CXCR6 block 7.0, Gli-Sufu antag -57.4, NR3A LBD binder 0.7, A3A deaminase 3.7, CCR6 antag -3.1, EBI2 block -7.4 and MPTP inh 0.0.
Screening CC(C)OCCCNC(=O)c1cc(S(=O)(=O)N2CCCCC2)c[nH]1 returned APOBEC3G inh -7.6, CXCR6 block 1.8, Gli-Sufu antag 8.3, NR3A LBD binder 1.1, A3A deaminase -4.1, CCR6 antag -2.0, EBI2 block -4.6 and MPTP inh 0.5.
COc1cccc(C(N)=O)c1 was read as APOBEC3G inh -8.9, CXCR6 block -1.2, Gli-Sufu antag 4.9, NR3A LBD binder -2.4, A3A deaminase -3.0, CCR6 antag -2.8, EBI2 block -4.1 and MPTP inh -1.2.
`CCCCCn1c(SCCc2ccccc2)nc2c1c(=O)[nH]c(=O)n2C` gave APOBEC3G inh -7.2, CXCR6 block -7.1, Gli-Sufu antag 6.0, NR3A LBD binder -1.4, A3A deaminase -0.5, CCR6 antag 3.9, EBI2 block 3.1 and MPTP inh 2.1.

Screening results: PubChem, Sanford-Burnham Center for Chemical Genomics
